eIF4E 4G PPI = inhibitors of eIF4E and eIF4G interaction in translation initiation | P63073+Q04637 | TR-FRET eIF4E-eIF4GI(517-606) binding, 2 h | inhibition, % at 21.7 µM | hit rate 0.37% among 220,000;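 active = inhibition above about 30%, limit read from the data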;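 also: 0% = full FRET control wells and 100% = background wells lacking eIF4GI fragment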
NPY2 pot ag = potentiators or agonists of human neuropeptide Y receptor Y2; P49146; cells expressing NPY-Y2, potentiator/agonist read-out; activation, % at 3.6 µM; hit rate 0.45% among 220,000; AID 1359; in the data active = activation above about 27%;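 also: cells stimulated with NPY near EC25 plus isoproterenol at EC100; 0% = vehicle plus submaximal agonist and 100% = vehicle plus saturating agonist; some results beyond the cut were filed as inactive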
S1P4 antagonist = human S1P4 receptor antagonism | O95977 | S1P4-expressing cells, antagonist mode, reporter read-out | inhibition, % at 4.98 µM | hit rate 0.26% among 220,000 | AID 1510; in the data active = inhibition above about 29%;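 also: 0% = wells stimulated with agonist and 100% = vehicle wells without agonist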
NPY Y1 blocker = blocks the human neuropeptide Y Y1 receptor | HEK293-CNG Y1 cells, membrane potential fluorescence; NPY at EC95, then isoproterenol | hit rate 1% among 200,000 | inhibition, % at 3.6 µM | AID 1040;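 active = inhibition above the campaign mean inhibition of all tested compounds plus 3 SD, cut at about 20% in these data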;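 also: 0% = DMSO wells given NPY plus isoproterenol and 100% = isoproterenol alone without NPY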
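material = HEK293 cells with Y1 receptor plus CNG channel | also added = NPY 25 nM then isoproterenol 1 µM plus Ro 20-1724 25 µM | schedule = dye 3 h, compound 60 min room temperature, stimulation 45 min | measured by = membrane potential fluorescence | benchmarks = high control isoproterenol alone, low control NPY with isoproterenol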
EP2 modulator = modulators of human EP2 prostaglandin E2 receptor; P43116; EP2-expressing cells, cAMP HTRF FRET, PGE2 co-stimulation; induction, % at 25 µM; hit rate 0.83% among 260,000; AID 940;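 active = compounds whose cAMP rise, as percent of the full-agonist control response, exceeds 60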;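 also: rat C6 glioma line stably carrying human EP2 under a CMV promoter; the protocol text gives 20 µM as final concentration; 100% = response of wells given 1 µM PGE2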
NPY1 pot ag = potentiators or agonists of human neuropeptide Y receptor Y1; activation, % at 3.6 µM; hit rate 0.37% among 220,000; NPY-Y1 expressing cells, potentiator/agonist activation; in the data active = activation above about 33%, passing the limit was not always enough;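 also: cells stimulated with NPY at EC10 then isoproterenol at EC100; 0% = low agonist plus stimulus and 100% = saturating agonist plus stimulus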
EP2 antag = inhibitors of human EP2 prostaglandin E2 receptor; P43116; C6 glioma cells expressing human EP2, cAMP TR-FRET; cells stimulated with saturating PGE2; inhibition, % at 25 µM; hit rate 0.52% among 260,000; AID 1422;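 active = percent inhibition above 40 after rounding to a whole number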;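 also: rat C6 glioma host cells with rolipram phosphodiesterase inhibitor present; the protocol text gives 20 µM as final concentration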
p97 inhibitor = human p97 ATPase inhibition; P55072; recombinant p97 ATPase, Kinase-Glo ATP luminescence, 3 h; inhibition, % at 8 µM; hit rate 0.42% among 220,000; AID 1481; in the data active = inhibition above about 15%;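 also: 0% = DMSO vehicle and 100% = wells lacking enzyme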
Target sequence (P55072 whole entry, looked up): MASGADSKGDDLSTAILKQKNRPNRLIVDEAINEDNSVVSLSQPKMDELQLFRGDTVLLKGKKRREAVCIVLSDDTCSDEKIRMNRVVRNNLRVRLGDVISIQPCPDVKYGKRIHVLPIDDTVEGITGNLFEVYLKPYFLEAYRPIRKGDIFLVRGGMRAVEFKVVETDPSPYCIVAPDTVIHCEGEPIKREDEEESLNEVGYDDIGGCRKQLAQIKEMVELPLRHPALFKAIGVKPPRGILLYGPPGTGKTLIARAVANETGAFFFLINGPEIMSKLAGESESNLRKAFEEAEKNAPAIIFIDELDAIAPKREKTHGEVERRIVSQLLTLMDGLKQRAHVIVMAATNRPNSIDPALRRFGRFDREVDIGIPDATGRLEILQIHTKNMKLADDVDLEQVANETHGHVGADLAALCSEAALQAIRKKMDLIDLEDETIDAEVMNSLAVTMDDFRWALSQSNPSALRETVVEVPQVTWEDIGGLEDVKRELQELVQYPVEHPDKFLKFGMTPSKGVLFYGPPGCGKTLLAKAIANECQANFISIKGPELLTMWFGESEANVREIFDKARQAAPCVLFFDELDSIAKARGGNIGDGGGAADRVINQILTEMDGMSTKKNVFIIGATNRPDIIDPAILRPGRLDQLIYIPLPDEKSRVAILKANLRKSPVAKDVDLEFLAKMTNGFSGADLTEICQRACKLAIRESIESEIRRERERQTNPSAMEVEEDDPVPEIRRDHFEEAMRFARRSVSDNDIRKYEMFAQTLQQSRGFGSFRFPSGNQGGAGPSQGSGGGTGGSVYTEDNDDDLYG
S1P4 agonist = agonists of human S1P4 receptor | O95977 | hit rate 0.35% among 220,000 | activation, % at 4.98 µM | AID 1509 | S1P4-expressing cell line, agonist reporter assay; in the data active = activation above about 11%;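 also: 0% = DMSO vehicle and 100% = reference agonist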
Active calls of the source: *; . = no result given; & = joins results of further samples; [ ] = remark or other dose.

SMILES | eIF4E 4G PPI | NPY2 pot ag | S1P4 antagonist | NPY Y1 blocker | EP2 modulator | NPY1 pot ag | EP2 antag | p97 inhibitor | S1P4 agonist
O=C(Nc1cc(Cl)cc(Cl)c1)C(NCCO)c1ccccc1 (configuration not stated) | 0 | -4 | 0 | 1 | -3 | 17 | 10 | 0 | -1.1
CC1(C)CC(=O)C(C=Nc2cccnc2/N=C/C2=C(O)CC(C)(C)CC2=O)=C(O)C1 | 1 | 14 | -7 | -4 | -21 | -8 | 5 | 9 | -1.4
COc1cccc(NC(=O)CSc2ccccn2)c1 | 1 | 0 | -8 | 0 | 3 | 10 | 6 | 4 | 1.9
Cc1ccc(C(=O)CSc2nnc(-c3c[nH]c4ccccc34)o2)cc1 | -10[fluorescence artefact?] | -11 | -14 | 10 | -29 | -28 | 4 | 1 | -0.9
c1nc2sc3c(c2c2nnnn12)CCC3 | 13 | 2 | -27 | 1 | 8 | 9 | 6 | 4 | 1.4
Cc1ccc(S(=O)(=O)N/N=C\c2cn(-c3ccccc3)nc2-c2ccccc2)cc1 | 7 | -5 | -1 | -3 | 31 | 11 | 4 | 2 | 0.0
COc1cc(C(c2sc3nc(C)nn3c2O)N2CC(C)CC(C)C2)cc(OC)c1OC (configuration not stated) | 2 | 4 | -8 | -1 | 7 | 14 | 8 | -9 | -2.2
O=C1/C(=C/c2ccco2)SC(=S)N1c1cccnc1 | 55* | -13 | 1 | . | 9 | 12 | 6 | 18* | 1.4
Oc1ccccc1C(Nc1nccs1)c1ccc2cccnc2c1O (configuration not stated) | 12 | 22 | -4 | . | -12 | 29 | 3 | 14 | 0.2
O=S(=O)(NCc1ccccc1Cl)c1cccs1 | -1 | 3 | 9 | 1 | 26 | -1 | 7 | 5 | -1.6
C=CCNC(=S)NNC(=O)c1ccc2c(c1)OCO2 | 2 | -21 | -7 | 5 | 6 | -16 | 6 | 2 | -1.6
Cc1ccc(-c2nnn(CC(=O)N(c3cnc4ccccc4c3)C(C(=O)NC3CCCC3)c3ccncc3)n2)o1 (configuration not stated) | 4 | 3 | 6 | 2 | 20 | 5 | 5 | 2 | 0.1
CC(c1nnc(SCC(=O)NC(=O)NCc2ccco2)n1-c1ccc(Cl)cc1)N(C)C (configuration not stated) | -6 | 1 | 4 | 2 | -10 | -10 | 1 | -1 | -0.1
O=C1c2ccncc2C(=O)N1C1CCCCC1 | -6 | 8 | -12 | 0 | 8 | -9 | 3 | 6 | 1.8
CCCCSc1nc(C)c(CC(=O)O)c(=O)[nH]1 | 0 | 6 | -21 | 8 | 31 | 3 | 6 | 2 | 1.3
COc1ccc(CC(=O)Nc2cccc(C(=O)Nc3cccc(C)c3)c2)cc1 | 0 | -1 | -15 | 5 | -34 | 7 | 5 | -4 | 1.3
Cc1ccccc1-c1nnc2c3ccccc3c(C)nn12 | 1 | 1 | -27 | -1 | -6&15 | -33 | 11&0 | 1 | -1.4
O=C(c1oc(=O)c2ccccc2c1-c1ccccc1)N1CCOCC1 | 1 | -2 | -19 | 8 | 13 | 9 | 15 | 2 | 1.8
Cc1nc2oc(C(=O)c3ccc(Br)cc3)c(N)c2c2c1COC(C)(C)C2 | -1 | -3 | 14 | 11 | -8 | -7 | 13 | -5 | -0.6
Cc1ccc(-c2nc3ncccc3o2)cc1NC(=O)c1cccnc1 | 5 | 0 | 4 | -2 | 26 | 23 | 16 | 7 | -1.2
CCOc1ccc(C(=O)NC(C)C2COc3ccccc3O2)cc1 (configuration not stated) | 2 | -24 | -9 | 7 | -77 | -14 | 9 | 0 | 0.3
Cc1cccc(-c2noc(CCc3ccccc3)n2)c1 | -4 | -12 | 8 | 6 | 17 | 18 | 11 | 3 | 0.5
CCOC(=O)C1(CCOc2ccccc2)CCN(Cc2ccc(COC)o2)CC1 | 1 | -32 | 1 | 6 | -6 | -8 | 0 | 3 | -1.3
CCOC(=O)c1cc2cc(C)ccc2[nH]1 | 7 | 10 | -23 | -9 | -8 | -15 | 18 | 0 | 0.7
NC(=O)c1ccccc1NC(=O)/C=C/c1c(Cl)cccc1Cl | 4 | 7 | -14 | 9 | -7 | 4 | 6 | -1 | -2.6
COc1ccc(/C(C)=N/N=C2/NC(=O)CC(C(=O)O)S2)cc1F (configuration not stated) | -7 | 3 | -6 | . | 3 | -12 | 3 | 2 | -0.4
O=C(CSCC(=O)N1CCCc2ccccc21)Nc1nc(-c2ccccc2)cs1 | -2 | -10 | 8 | 7 | -2 | -40 | 8 | 8 | -0.9
CCOC(=O)c1nnn(-c2nonc2N)c1CN(CC)CC | 1 | 2 | -1 | 3 | -3 | -11 | 6 | -3 | 0.7
CCOc1cc(C)c(C(C)C)cc1S(=O)(=O)n1ccc(C)n1 | 4 | 15 | -19 | 3 | 8 | -5 | 5 | 2 | -0.1
NC1=NC(=O)C(Cc2cccc(Cl)c2)S1 (configuration not stated) | 13 | -2 | -10 | 0 | 16 | -8 | 2 | 3 | -1.6
Cc1ccnc(-n2c(C)cc(C=O)c2C)c1 | -1 | -3 | -13 | 6 | 17 | 3 | 1 | 6 | -1.1
CCN(CC)CCn1c2ccccc2c2nc(C)sc21 | 13[fluorescence artefact?] | 6 | 11 | 0 | 35 | -33 | . | 5 | -0.1
COc1ccccc1NS(=O)(=O)c1cc([N+](=O)[O-])ccc1N/N=C/c1c(C)[nH]c2ccccc12 | 4 | 24 | -3 | -10 | -41 | 22 | 18 | 7 | 0.7
CC(C)Cn1c(N)c(C(=O)NCc2cccs2)c2nc3ccccc3nc21 | 11 | 6 | -11 | 8 | 54 | 6 | 5 | 5 | 5.9
Cc1ccc(C2(C)NC(=O)N(CC(=O)Nc3cc(S(=O)(=O)N4CCOCC4)ccc3C)C2=O)cc1 (configuration not stated) | -2 | -4 | -11 | 7 | 23 | 11 | 9 | -3 | 1.0
COc1ccc(C(c2nnnn2C(C)(C)C)N2CCN(c3nc4ccccc4s3)CC2)cc1OC (configuration not stated) | -1 | 14 | -11 | 5 | 1&5 | 6 | 17&10 | 1 | 1.1
O=C(Nc1ccc(N2CCN(C(=O)c3ccco3)CC2)cc1)c1ccc(F)cc1 | 1[fluorescence artefact?] | 5 | -14 | -6 | 15&8 | 2 | 13&15 | 3 | -0.8
CC(C)(C)NCc1cc(Cl)ccc1OCc1ccccc1F | 3 | 31* | -11 | 24* | 17 | 27 | 3 | 3 | 0.6
CCCCOc1ccc(N(CC(=O)NCC2CCCO2)C(=O)CCC(=O)Nc2nccs2)cc1 (configuration not stated) | 0 | -4 | -14 | 0 | 10 | 4 | 4 | -5 | -0.5
COC(=O)c1[nH]c2ccc(Br)cc2c1NC(=O)CN1CCCc2ccccc21 | -4 | 8 | -2 | 1 | 9 | -1 | 16 | 1 | 0.9
O=C(O)CCCNC1=NCCC1 | 4 | 4 | -19 | 42* | 7 | 16 | 12 | 3 | 1.7
Cc1ccc(C2=NN(C(=O)CCC(=O)O)C(c3cn(-c4ccccc4)nc3-c3ccc(C)cc3)C2)cc1 (configuration not stated) | 5 | -10 | -15 | -3 | 33 | -3 | 7 | 0 | 0.1
O=C(COc1ccc([N+](=O)[O-])cc1Cl)N1CCOCC1 | 2 | -6 | 11 | . | -2 | 16 | 7 | 6 | 2.1
COc1cc(OC)nc(NC2OC(=O)c3ccccc32)n1 (configuration not stated) | -7[fluorescence artefact?] | 2 | -9 | 1 | 2 | -7 | 3 | 3 | 0.4
COc1ccc(CCNCC(O)COc2cccc(Br)c2)cc1 (configuration not stated) | 0 | 63* | -3 | -1 | -27 | 75* | 7 | 2 | -0.9
COc1ccc(C(=O)N(NC(=O)Oc2ccccc2)C(C)(C)C)cc1 | 6 | 5 | -5 | 3 | 11 | 2 | 3 | 4 | -0.2
COC(=O)c1ccccc1NC(=O)Cn1c(=O)n(Cc2ccccc2)c(=O)c2c(C)c(C)sc21 | -1[fluorescence artefact?] | 5 | -20 | 3 | 40 | 1 | 2 | 5 | 1.5
Cc1cc(C(=O)N2CCN(c3ncccn3)CC2)sc1-c1ccccc1 | . | 10 | -14 | -4 | . | 6 | 12 | 3 | 1.1
CCOC(=O)/C(=C\c1ccc(Cl)cc1)c1nc2sc(C)c(C)c2c(=O)[nH]1 | 2 | 4 | 3 | 11 | 17 | -11 | 14 | -1 | 0.2
Cc1ccccc1NC(=O)Cc1nnc(NC(=O)Nc2ccccc2F)s1 | 1 | 5 | 12 | . | -31 | 3 | 7 | 6 | -0.5
COC(=O)CN1C(=O)C(O)(CC(=O)c2ccc(C)cc2)c2cc(Br)ccc21 (configuration not stated) | -1[fluorescence artefact?] | 16 | 6 | 1 | 9 | -15 | 10 | 2 | -1.0
CC(NC(=O)c1cc2sccc2n1C)c1ccc2c(c1)OCCO2 (configuration not stated) | 2 | 14 | -8 | 0 | -60 | -7 | . | 9 | 1.2
O=Cc1cnc(N2CCN(Cc3ccccc3)CC2)s1 | 1 | -6 | 7 | 3 | 16 | -12 | 10 | 0 | -0.8
Cc1cc(Cl)ccc1C(=O)C1CCCN(C(=O)c2cc(C(C)C)no2)C1 (configuration not stated) | 1 | -3 | -8 | 10 | -4 | -3 | 6 | -5 | -1.7
CCCCN(CC)Cc1c(O)ccc2c(-c3ccccc3)cc(=O)oc12 | 0 | -20 | 6 | . | 2 | -4 | 7 | 3 | 1.4
O=C(O)Cc1n[nH]c(=O)c2ccccc12 | 4 | 2 | -1 | 0 | 43 | -20 | 6 | 2 | 1.5
CCOc1ccc(N(CC)S(=O)(=O)c2ccc3c(c2)n(C)c(=O)c(=O)n3C)cc1 | -2 | -2 | -13 | 1 | -10 | 3 | 6 | 6 | -1.7
CCOC(=O)C1(Cc2cccc(F)c2)CCN(CCCn2cccn2)CC1 | -7 | -30 | -1 | . | 8 | -6 | 10 | 0 | 0.1
Cc1sc2nc(SCC(=O)N3CCOCC3)[nH]c(=O)c2c1C | 1 | -5 | -8 | 2 | -10 | -7 | 15 | 1 | -1.6
Fc1ccc(OCCOCCNCC2CCCO2)cc1 (configuration not stated) | 3 | -13 | -23 | 2 | 14 | -27 | 15 | 2 | -1.3
CS(=O)(=O)N(CC(=O)Nc1ccc(S(=O)(=O)N2CCCC2)cc1)c1cccc(F)c1 | -6 | 14 | -8 | . | -28 | 24 | 7 | 3 | 0.9
CC1=C(C#N)C(NC(=O)C2CC2)(C(F)(F)F)C(=O)N1 (configuration not stated) | -1 | 5 | -15 | 1 | -3 | -9 | 8 | 2 | -0.1
O=C(N/N=C/C=C\c1ccco1)c1cccnc1 | -2[fluorescence artefact?] | -8 | 3 | 0 | -3 | -12 | 13 | 1 | -0.7

Assay outcomes: PubChem BioAssay, several laboratories

Only part of the results is shown (hit frequency here may not be typical).
